Source: PubChem
SKN-1 inh: C. elegans SKN-1 inhibition. 360,000 tested, 0.49% active. inhibition, % at 21.8 µM. C. elegans VP596 Pgst-4::GFP/RFP ratio, acrylamide-induced, 24 h;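 active = interference check ratio from 0.5 to 1.5 plus GFP to RFP signal ratio inhibition reaching or exceeding a fixed threshold, cut at about 30% in these data, passing the limit was not always enough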; note: some compounds called inactive have numbers as strong as hits
Tb MetRS inh: Trypanosoma brucei MetRS inhibition | purified T. brucei MetRS, ATP depletion, Kinase-Glo luminescence | inhibition, % at 11.9 µM | 360,000 tested, 0.4% active;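 active = inhibition above a per-plate cutoff of the control wells' mean inhibition plus 3 SD, cut at about 5.5% in these data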;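 note: 0% = DMSO wells median and 100% = median of wells with control inhibitor compound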
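Material – parasite MetRS enzyme · Medium – HEPES-MgCl2-KCl buffer plus DTT, spermine, BSA, pyrophosphatase · Reagent – ATP, methionine and E. coli bulk tRNA substrates · Times – 15 min enzyme-compound preincubation, 2 h reaction, 10 min detection, 25 °C · Measured by – luminescence of leftover ATP · Evaluation – percent inhibition relative to median high and low control wells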
CendR NRP1 mod: modulators of CendR peptide binding to human neuropilin-1. inhibition, % at 25 µM. AID 602438. O14786. FAM-RPARPAR peptide binding to NRP-1, fluorescence polarization. 360,000 tested, 0.85% active;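 active = inhibition or corrected inhibition above about 18%, plus a signal ratio from 0.5 to 1.5, limit read from the data, passing the limit was not always enough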; note: strong numbers were not always called active
Scp1 inh: Scp-1 (human) phosphatase inhibition. Q9GZU7. Recombinant Scp1, phosphopeptide, malachite green phosphate absorbance. inhibition, % at 20 µM. 340,000 tested, 0.88% active;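 active = inhibition above about 50% at 20 µM, limit read from the data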;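 note: plate controls were DMSO wells with enzyme for no effect and wells lacking enzyme for full effect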
Target sequence (Q9GZU7 76-261 limits assumed): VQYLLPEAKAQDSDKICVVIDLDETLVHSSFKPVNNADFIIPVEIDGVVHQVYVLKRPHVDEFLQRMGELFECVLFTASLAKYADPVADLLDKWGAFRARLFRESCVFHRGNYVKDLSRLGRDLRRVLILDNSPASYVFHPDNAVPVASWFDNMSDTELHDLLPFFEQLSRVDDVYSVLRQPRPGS
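assay system = SCP-1 phosphatase catalytic domain, residues 76-261 | buffer or medium = 50 mM Tris acetate pH 5.5, 0.005% Tween-20, 10 mM MgCl2 | incubation = enzyme reaction 45 min at room temperature, colour 5 min, stabilisation 30 min | signal = Phosphate-binding colour reagent, absorbance read at 630 nm | measure = % inhibition at 20 µM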
STEP block: STEP (human) phosphatase inhibition; recombinant STEP, OMFP fluorogenic substrate, fluorescence; inhibition, % at 20 µM; 360,000 tested, 0.25% active; AID 588621;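 active = inhibition at 20 µM, scaled per plate between control wells, above about 37%, limit read from the data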;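 note: 0% = DMSO with enzyme and substrate and 100% = substrate only without enzyme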
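Material: STEP (striatal-enriched tyrosine phosphatase) enzyme, cell-free | Medium: 50 mM Bis-Tris pH 6.0 with 2.5 mM DTT and 0.005% Tween 20 | Read-out: Percent inhibition scaled to no-enzyme and uninhibited-enzyme controls, plate-pattern corrected | Signal: Fluorescence read at 480 nm ex / 540 nm em | Times: 20 min reaction, room temperature, in the dark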
SUMO1 PPI mod: alters human SUMO1 binding to SIM partners; SUMO1 binding to a labelled peptide, TR-FRET, 1 h; inhibition, % at 20 µM; 360,000 tested, 0.33% active; AID 602429; in the data active = inhibition above about 37%
Target sequence (P63165 whole entry, looked up): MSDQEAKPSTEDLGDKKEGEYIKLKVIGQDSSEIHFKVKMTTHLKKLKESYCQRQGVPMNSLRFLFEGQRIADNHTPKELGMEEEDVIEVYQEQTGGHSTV
Neddylation inh: cullin neddylation inhibition. P61081+Q13564. TR-FRET cullin neddylation, biochemical. calls only at 25 µM. 360,000 tested, 0.58% active; in the data active = inhibition above about 36%
Target sequence (P61081 whole entry, looked up): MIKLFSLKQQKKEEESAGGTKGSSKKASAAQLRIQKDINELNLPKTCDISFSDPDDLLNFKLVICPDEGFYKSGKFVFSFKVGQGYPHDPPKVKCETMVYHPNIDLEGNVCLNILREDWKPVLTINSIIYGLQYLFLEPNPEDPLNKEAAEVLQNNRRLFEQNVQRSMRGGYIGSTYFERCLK
Target sequence (Q13564 whole entry, looked up): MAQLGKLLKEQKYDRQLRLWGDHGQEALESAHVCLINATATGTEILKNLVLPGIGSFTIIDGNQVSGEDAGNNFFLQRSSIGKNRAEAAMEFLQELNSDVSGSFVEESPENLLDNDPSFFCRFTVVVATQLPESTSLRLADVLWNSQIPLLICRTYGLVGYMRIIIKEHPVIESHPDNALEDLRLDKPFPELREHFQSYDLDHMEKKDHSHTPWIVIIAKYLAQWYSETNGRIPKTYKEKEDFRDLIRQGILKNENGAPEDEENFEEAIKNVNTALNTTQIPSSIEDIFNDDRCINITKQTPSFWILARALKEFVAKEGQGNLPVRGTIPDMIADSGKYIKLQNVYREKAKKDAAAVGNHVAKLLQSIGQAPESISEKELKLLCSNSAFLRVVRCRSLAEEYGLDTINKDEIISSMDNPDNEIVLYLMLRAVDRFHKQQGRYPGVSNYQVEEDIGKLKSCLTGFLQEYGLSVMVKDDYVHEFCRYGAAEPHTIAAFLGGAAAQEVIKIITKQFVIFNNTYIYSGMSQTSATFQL
LMPTP block: blocks human LMPTP phosphatase; recombinant LMPTP-A, OMFP fluorogenic substrate, fluorescence intensity; 360,000 tested, 0.22% active; inhibition, % at 20 µM;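 active = compounds that cut the enzyme signal by at least half of the control window in the single-dose screen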;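 note: plate controls were DMSO wells with enzyme plus substrate for no effect and substrate without enzyme for full effect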
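Test system: LMPTP-A, protein tyrosine phosphatase of low molecular weight; Input: 0.625 nM enzyme; Incubation: 50 min dark incubation at room temperature; Signal: endpoint fluorescence intensity from OMFP dephosphorylation; Read-out basis: % inhibition versus control wells.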
NadD inh: NadD (S. aureus) enzyme inhibition; purified NadD enzyme, colorimetric absorbance read-out; inhibition, % at 20 µM; 360,000 tested, 0.78% active; in the data active = inhibition above about 26%; note: some compounds past the cut are filed as inactive
DNMT1 block: blocks human DNA methyltransferase DNMT1; P26358; DNMT1 molecular beacon, Hinp1I cleavage, fluorescence; inhibition (reported as % activation of signal), % at 10 µM; 360,000 tested, 0.83% active; AID 588458; in the data active = inhibition above about 50%
The depositor's hits bear a star; i = inactive; / = no result given.

1	COc1ccc(S(=O)(=O)N2CCC(C(=O)NCc3cccnc3)CC2)cc1Cl
2	Cc1cccc(N2C(=O)N(c3ccccc3C)C3CS(=O)(=O)CC32)c1 (centres undefined)
3	Cc1ccccc1NC(=O)CC1SC(=O)N(c2ccccc2)C1=O (centres undefined)
4	Cc1nn(Cc2c(F)c(F)c(F)c(F)c2F)c(C)c1NC(=O)c1c([N+](=O)[O-])cnn1C
5	Cc1cc(=O)n(-c2ccc(Cl)cc2)c(=O)[nH]1
6	O=C(CN1C(=O)/C(=C/c2ccc(Cl)cc2)SC1=S)NC1C=CS(=O)(=O)C1 (centres undefined)
entry no.	1	2	3	4	5	6
SKN-1 inh	16	8	1	2	4	-2
Tb MetRS inh	1.2	-0.9	-0.1	-0.4	-0.7	-0.7
CendR NRP1 mod	-7	-9	6	-2	-3	9
Scp1 inh	-10	-17	10	-3	-4	5
STEP block	-4	1	0	-2	-2	1
SUMO1 PPI mod	1	-1	-2	-7	-1	-13
Neddylation inh	i	i	i	i	i	i
LMPTP block	-1.2	-1.4	-0.4	-1.4	-1.8	7.0
NadD inh	-4	-3	-5	-2	-1	5
DNMT1 block	-1	3	4	-1	-6	65*

7	CS(=O)(=O)N1CCN(C(=S)NCc2ccc(F)cc2)CC1
8	O=C(CCCCO)c1ccc(O)c(Cl)c1
9	Cc1cc(Cl)c2ccc(Cl)cc2n1
10	N#Cc1ccccc1OCCCN1CCC(C(O)(c2ccccc2)c2ccccc2)CC1
11	CN(CC(=O)Nc1ccccc1Br)C(=O)Cn1[nH]c(=O)c2ccccc2c1=O
12	NC(=O)c1c(NC(=O)C(=O)N2CCOCC2)sc2c1CCC2
entry no.	7	8	9	10	11	12
SKN-1 inh	17	4	-18	4	-6	34
Tb MetRS inh	-1.1	-0.1	0.1	-0.7	-0.5	0.5
CendR NRP1 mod	-4	15	4	14	-3	-130
Scp1 inh	-4	1	-3	/	4	-3
STEP block	-5	-1	1	/	-3	-1
SUMO1 PPI mod	1	-1	-6	-9	0	-10
Neddylation inh	i	i	i	i	i	i
LMPTP block	1.7	-8.5	-0.6	-0.4	-1.0	-2.1
NadD inh	-1	-8	-4	-10	-3	-6
DNMT1 block	2	3	0	/	-1	5

Reprinted from the results shown, ten compounds:
3	Cc1ccccc1NC(=O)CC1SC(=O)N(c2ccccc2)C1=O (centres undefined)
4	Cc1nn(Cc2c(F)c(F)c(F)c(F)c2F)c(C)c1NC(=O)c1c([N+](=O)[O-])cnn1C
5	Cc1cc(=O)n(-c2ccc(Cl)cc2)c(=O)[nH]1
6	O=C(CN1C(=O)/C(=C/c2ccc(Cl)cc2)SC1=S)NC1C=CS(=O)(=O)C1 (centres undefined)
7	CS(=O)(=O)N1CCN(C(=S)NCc2ccc(F)cc2)CC1
8	O=C(CCCCO)c1ccc(O)c(Cl)c1
9	Cc1cc(Cl)c2ccc(Cl)cc2n1
10	N#Cc1ccccc1OCCCN1CCC(C(O)(c2ccccc2)c2ccccc2)CC1
entry no.	3	4	5	6	7	8	9	10
SKN-1 inh	1	2	4	-2	17	4	-18	4
Tb MetRS inh	-0.1	-0.4	-0.7	-0.7	-1.1	-0.1	0.1	-0.7
CendR NRP1 mod	6	-2	-3	9	-4	15	4	14
Scp1 inh	10	-3	-4	5	-4	1	-3	/
STEP block	0	-2	-2	1	-5	-1	1	/
SUMO1 PPI mod	-2	-7	-1	-13	1	-1	-6	-9
Neddylation inh	i	i	i	i	i	i	i	i
LMPTP block	-0.4	-1.4	-1.8	7.0	1.7	-8.5	-0.6	-0.4
NadD inh	-5	-2	-1	5	-1	-8	-4	-10
DNMT1 block	4	-1	-6	65*	2	3	0	/

11	CN(CC(=O)Nc1ccccc1Br)C(=O)Cn1[nH]c(=O)c2ccccc2c1=O
12	NC(=O)c1c(NC(=O)C(=O)N2CCOCC2)sc2c1CCC2
entry no.	11	12
SKN-1 inh	-6	34
Tb MetRS inh	-0.5	0.5
CendR NRP1 mod	-3	-130
Scp1 inh	4	-3
STEP block	-3	-1
SUMO1 PPI mod	0	-10
Neddylation inh	i	i
LMPTP block	-1.0	-2.1
NadD inh	-3	-6
DNMT1 block	-1	5

(next part)
13	O=C(c1ccc(COc2ccc(Cl)cc2)o1)N1CCN(Cc2ccc3c(c2)OCO3)CC1
14	Oc1cc(-c2cccnc2)cc2cccnc12
15	O=C(NC1=NCCS1)c1ccccc1Cl
16	COc1ccccc1CNS(=O)(=O)c1ccc(S(=O)(=O)NC2CC2)cc1
17	Cn1nc(C(C)(C)C)c([N+](=O)[O-])c1C(=O)Nc1cccc2ccccc12
18	CC(OC(=O)C1CCN(c2ccc(C(F)(F)F)cn2)CC1)C(=O)Nc1cccc([N+](=O)[O-])c1 (centres undefined)
entry no.	13	14	15	16	17	18
SKN-1 inh	18	0	17	14	12	-5
Tb MetRS inh	1.3	-0.2	-0.1	-0.3	-1.0	-0.6
CendR NRP1 mod	-5	10	10	5	4	-7
Scp1 inh	-2	-10	0	1	-15	-6
STEP block	10	1	1	-1	2	0
SUMO1 PPI mod	3	-29	5	3	-9	-13
Neddylation inh	i	i	i	i	i	i
LMPTP block	4.2	17	-0.2	-0.9	2.5	5.2
NadD inh	2	11	-1	-5	-4	2
DNMT1 block	-13	3	1	2	7	-14

19	O=C(Nc1ccc(Cl)cc1)c1ccc2ncsc2c1
20	Cc1cc(C)n(-c2cccc3cccnc23)n1
21	CCN(CC)C(=O)C1=C(C)N(CCCN2CCCC2=O)C(=O)C(CC(=O)NC2CCCC2)C1 (centres undefined)
22	CCn1cc(Br)c(C(=O)Nc2ccc(F)cc2F)n1
23	O=C(NNC(=S)Nc1ccc(Br)cc1)c1ccccc1Br
24	COc1ccc(CN2C[C@@H](CO)O[C@@H](n3cnc4c(NCCCO)ncnc43)C2)cc1
entry no.	19	20	21	22	23	24
SKN-1 inh	15	11	7	11	-4	16
Tb MetRS inh	0.1	-0.2	-1.4	0.8	-0.3	-0.2
CendR NRP1 mod	11	-2	-1	-7	8	10
Scp1 inh	-4	-8	/	-9	-7	/
STEP block	1	1	1	1	3	-2
SUMO1 PPI mod	4	2	0	-2	1	2
Neddylation inh	i	i	i	i	i	i
LMPTP block	-0.1	-1.4	-0.5	0.1	-0.9	-1.1
NadD inh	-1	-4	5	1	-4	2
DNMT1 block	2	1	5	-1	0	5

25	CN(C(=O)COC(=O)COc1ccc(Cl)cc1Cl)c1c(N)n(Cc2ccccc2)c(=O)[nH]c1=O
26	O=C(CSc1nc2ccc(Nc3nc(N4CCCC4)nc(N4CCCC4)n3)cc2s1)NCc1ccco1
27	Cc1nnc(-n2ncc(C#N)c2N)c2nn(-c3cccc(Cl)c3)c(C)c12
28	COc1ccc(N(CC(=O)N2CCOCC2)S(C)(=O)=O)cc1Cl
29	O=C(CSc1nc2ccccc2o1)c1ccccc1
30	O=C1c2ccccc2[C@@H]2C[C@@H](O)[C@H](Nc3ccccc3)CCN12
entry no.	25	26	27	28	29	30
SKN-1 inh	-11	13	-7	14	-5	-6
Tb MetRS inh	-0.2	0.3	-0.2	-0.3	-1.2	-2.2
CendR NRP1 mod	-1	-2	-72	-6	1	-7
Scp1 inh	-10	7	-7	-7	-9	1
STEP block	0	-1	0	1	4	-1
SUMO1 PPI mod	4	6	-5	4	1	0
Neddylation inh	i	i	i	i	i	i
LMPTP block	-0.6	6.2	0.3	-0.3	0.7	-1.7
NadD inh	3	26	13	3	-11	-5
DNMT1 block	0	-6	5	1	2	1

31	C[C@@H]1CCCCO[C@@H](CN(C)Cc2ccc(Cl)c(Cl)c2)[C@@H](C)CN([C@H](C)CO)C(=O)c2cc(NC(=O)CCC(F)(F)F)ccc2O1
32	CN(CCOc1ccccc1)C(=O)C1CCC(=O)N(CCc2ccc(Cl)cc2)C1 (centres undefined)
33	Cc1ccc(C2CC(=O)C=C(Nc3ccc(Cl)cc3)C2)cc1 (centres undefined)
34	Cc1ccnc(NS(=O)(=O)c2ccc(NC(=O)CCc3ccccc3)cc2)n1
35	Clc1ccc(-[n+]2c(-c3cccc(Br)c3)[nH]c3nc4ccccc4nc32)cc1
36	COc1ccc(CS(=O)(=O)CC(C)(O)c2ccccc2Cl)cc1 (centres undefined)
entry no.	31	32	33	34	35	36
SKN-1 inh	-2	16	20	6	1	4
Tb MetRS inh	-1.3	-0.3	0.8	-0.9	-0.4	-0.6
CendR NRP1 mod	-10	6	9	-2	-4	16
Scp1 inh	/	-1	-5	1	5	-8
STEP block	-1	3	0	1	4	-3
SUMO1 PPI mod	2	3	0	4	-9	3
Neddylation inh	i	i	i	i	/	i
LMPTP block	0.9	-1.2	-1.1	-0.4	3.1	-2.7
NadD inh	5	4	0	2	6	-9
DNMT1 block	-23	0	-2	-2	4	0

37	O=S(=O)(Nc1ccccc1Cl)c1ccc(-c2ccccn2)s1
38	OC(CN1CCCC1)Cn1ccc2ccccc21 (centres undefined)
39	O=C(CCN1C(=O)/C(=C/c2ccccc2)SC1=S)Nc1cccnc1
40	COc1ccc2nc(NC(=O)CSc3nnnn3C)sc2c1
41	CCOC(=O)c1nnn(-c2nonc2N)c1CS(=O)(=O)c1ccccc1
42	CCc1cccc(NC(=S)Nc2cccc3ccccc23)c1
43	COc1cc(OC)cc(C2=Cc3ccccc3C(CC(C)=O)N2c2ccc(-c3cccs3)cc2)c1 (centres undefined)
entry no.	37	38	39	40	41	42	43
SKN-1 inh	-1	4	12	7	-4	3	-3
Tb MetRS inh	0.5	-0.6	0.0	3.5	-0.9	0.3	0.7
CendR NRP1 mod	-1	-2	-14	-1	16	9	-5
Scp1 inh	-17	-10	-2	3	10	-13	/
STEP block	0	-2	3	-1	-2	2	/
SUMO1 PPI mod	0	-41	-12	5	-2	-6	-3
Neddylation inh	i	i	i	i	i	i	i
LMPTP block	1.2	-1.3	1.9	0.5	-1.3	1.3	2.0
NadD inh	-1	-3	-3	-2	-11	-4	6
DNMT1 block	3	-5	-1	19	4	-6	/
